# IDH1 R132H inh: blocks human mutant IDH1 R132H enzyme | O75874 | IDH1-R132H enzyme, NADPH consumption, diaphorase/resazurin fluorescence | Potency, µM (highest dose often 76.6 µM), for inactives: top-dose activity change, negative = inhibition, hits mostly inhibitors | 390,000 tested, 0.093% active | AID 602179; note: potency is the fitted concentration of half-maximal effect; % is set by controls: 0 for no effect and ±100 for the full control effect; nearly all actives have a fitted effect of over 65% in size
# Target sequence (O75874 whole entry R132H, stated change not applied): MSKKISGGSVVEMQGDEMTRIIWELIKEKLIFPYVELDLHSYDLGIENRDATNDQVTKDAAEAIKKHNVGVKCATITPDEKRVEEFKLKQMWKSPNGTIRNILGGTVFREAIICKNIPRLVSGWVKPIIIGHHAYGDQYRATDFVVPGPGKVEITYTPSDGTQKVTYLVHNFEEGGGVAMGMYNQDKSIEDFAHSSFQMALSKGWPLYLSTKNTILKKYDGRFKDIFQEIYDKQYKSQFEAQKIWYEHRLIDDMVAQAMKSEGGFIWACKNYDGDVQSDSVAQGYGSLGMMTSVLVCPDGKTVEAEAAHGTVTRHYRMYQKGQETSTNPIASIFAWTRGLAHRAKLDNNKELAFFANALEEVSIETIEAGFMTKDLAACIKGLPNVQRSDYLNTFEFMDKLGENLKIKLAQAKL
#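 IDH1-R132H (0.5 ug/mL) preincubated 30 min with compound, then NADPH (0.016 mM) and alpha-KG (2 mM) added; 80 min at RT, pH 7.5. Remaining NADPH coupled via diaphorase/resazurin to fluorescence (540/590 nm); concentration-response curves normalized to no-enzyme control.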
# RGS4 inh: inhibitors of human regulator of G protein signaling 4 | P49798 | Transcreener GDP fluorescence polarization, RGS4-accelerated GTP hydrolysis | Potency, µM (series often up to 114 µM), for the others: top-dose activity change, negative = inhibition, most hits filed as inhibitors | 390,000 tested, 0.039% active | AID 504845; note: potency is the fitted concentration of half-maximal effect; % is set by controls: 0 for no effect and ±100 for the full control effect; nearly all actives have a fitted effect of over 75% in size; some results filed as inactive show a strong effect at the top dose
# Target sequence (P49798 whole entry, looked up): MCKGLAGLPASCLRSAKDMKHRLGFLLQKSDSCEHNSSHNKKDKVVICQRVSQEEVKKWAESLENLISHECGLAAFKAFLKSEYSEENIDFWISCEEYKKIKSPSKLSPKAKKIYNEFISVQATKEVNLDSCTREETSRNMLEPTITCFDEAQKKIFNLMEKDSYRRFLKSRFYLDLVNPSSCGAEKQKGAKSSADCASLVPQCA
#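 MLSMR compounds (23 nl, pin-transferred) preincubated 10 min at room temperature with a 500nM (2x) first reagent, then RGS4 at 900nM (2x) plus Transcreener GDP mix added; fluorescence polarization (620/688 nm) read before and after 90 min at 30 °C.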
# LDHA block: blocks human lactate dehydrogenase A; P00338; purified LDHA, NADH/diaphorase-resazurin fluorescence; hits give low values; activity change, % (values are at about 110 or 230 µM); 480,000 tested, 0.15% active; AID 1347041; in the data active = activity change below about -30%; inconclusive = mostly about -25% to -30%;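 note: plate controls were DMSO wells for no effect and wells without enzyme for full effect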
#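 Human LDH5 (2 nM) was incubated with 0.06 mM NADH and 0.2 mM pyruvate for 5 min at room temperature in Tris pH 7.4. Remaining NADH was coupled through diaphorase/resazurin, and resorufin fluorescence was read at 0 and 20 min.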
# rTrxR1 inhibitor: rat TrxR1 inhibition | O89049 | recombinant rTrxR1, NADPH fluorescence consumption, selenite substrate | Potency, µM (doses to about 114 µM), inactives show top-dose activity change, negative = inhibition, hits mostly inhibitors | 390,000 tested, 1% active; note: potency is the fitted concentration of half-maximal effect; % is set by controls: 0 for no effect and ±100 for the full control effect; nearly all actives have a fitted effect of over 65% in size
#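 Rat TrxR1 (90 nM in the dispensed reagent) was pre-reduced with 400 uM NADPH for 5 min at room temperature, then incubated with compound for 15 min. After 400 uM selenite was added, NADPH fluorescence (Ex 340/Em 450 nm) was followed for 8 min.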
# Vif-A3F inh: inhibitors of Vif-A3F interaction. HeLa A3F-eYFP + Vif (tagged APOBEC3F with the HIV-1 protein that degrades it), YFP fluorescence increase. Potency, µM (titrated, usually from 46.1 µM), for inactives: top-dose activity, negative = active. 390,000 tested, 0.2% active. AID 602313; note: potency is the fitted concentration of half-maximal effect; % of control where 0% means no effect; nearly all actives have a fitted effect of over 65% in size
#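 HeLa cells stably expressing Vif plus C-terminally eYFP-tagged A3F were seeded, incubated overnight at 37 deg C, dosed with compound, incubated overnight again at 37 deg C. Yellow fluorescence (Ex 488/Em 500-530) reported blocked Vif-mediated A3F-eYFP degradation.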
# Vif-APOBEC3G blk: inhibitors of Vif-APOBEC3G interaction. Q9HC16. HeLa A3G-eYFP + Vif (tagged APOBEC3G with the HIV-1 protein that degrades it), YFP fluorescence, overnight. Potency, µM (top dose mostly 46.1 µM), for the others: top-dose activity, negative = active, hits mostly inhibitors. 410,000 tested, 0.076% active. AID 602310;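 note: potency is the fitted concentration of half-maximal effect; % is set by controls: 0 for no effect and ±100 for the full control effect; nearly all actives have a fitted effect of over 60% in size; hits raise eYFP signal because A3G escapes Vif-driven loss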
# Target sequence (Q9HC16 whole entry, looked up): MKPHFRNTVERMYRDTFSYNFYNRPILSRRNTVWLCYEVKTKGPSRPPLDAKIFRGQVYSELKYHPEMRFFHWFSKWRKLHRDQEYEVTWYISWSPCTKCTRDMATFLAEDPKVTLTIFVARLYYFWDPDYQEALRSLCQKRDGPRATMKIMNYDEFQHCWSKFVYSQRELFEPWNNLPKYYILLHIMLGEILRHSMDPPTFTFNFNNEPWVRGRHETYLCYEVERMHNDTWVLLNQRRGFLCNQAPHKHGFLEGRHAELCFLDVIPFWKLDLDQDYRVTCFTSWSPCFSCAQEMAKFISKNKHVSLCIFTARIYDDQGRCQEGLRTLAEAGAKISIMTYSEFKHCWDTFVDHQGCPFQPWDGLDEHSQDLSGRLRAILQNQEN
#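 Read-out is eYFP fluorescence (Ex 488/Em 500-530) from Vif-expressing HeLa A3G-eYFP cells; more signal means A3G escaped Vif-mediated degradation. Cells plated overnight, compound pinned in, incubated overnight at 37 deg C.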
# USP1 inh: USP1/UAF1 (human) deubiquitinase inhibition | 390,000 tested, 0.23% active | Potency, µM (series often up to 57.1 µM), for inactives: at the highest dose activity change, negative = inhibition, usual class: inhibitors | AID 743255 | O94782 | recombinant USP1/UAF1, Ub-Rhodamine cleavage fluorescence; note: potency is the fitted concentration of half-maximal effect; % is set by controls: 0 for no effect and ±100 for the full control effect; nearly all actives have a fitted effect of over 60% in size; inactives centre near -12
#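 In this screen, compounds sit with the deubiquitinase complex (1nM) for 15 min at room temperature before Ub-Rho is added at 150nM final. Fluorescence rise is then followed for 6 reads every 60 seconds.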
# TrxR1 substrate: substrates of rat thioredoxin reductase 1; O89049; purified TrxR1 substrate turnover, NADPH consumption readout; Potency, µM (series often up to 114 µM), without a hit: at the highest dose activity change, negative = substrate turnover; 390,000 tested, 0.01% active; AID 588456; note: potency is the fitted concentration of half-maximal effect; % is set by controls: 0 for no effect and ±100 for the full control effect; nearly all actives have a fitted effect of over 50% in size
#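 Rat TrxR1, dispensed at 90 nM, was prereduced with 400 uM NADPH (final) for 5 min at ~22 deg C, then incubated with compound 15 min before 400 uM selenite. A first-read NADPH fluorescence drop versus no-compound background flagged substrates.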
# GRP78 ERSR act: ER stress response induction in glioma | 420,000 tested, 0.02% active | U87-MG GRP78 promoter luciferase reporter, 16 h | Potency, µM, for the others: at the top dose activation, hits mostly activators | AID 602332; note: potency is the fitted concentration of half-maximal effect; series mostly up to about 76 µM; % of control where 0% means no effect; nearly all actives have a fitted effect of over 35% in size
#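 ERSR induction read as luciferase luminescence (Bright-Glo, 10 min at room temperature) in stably transfected human U87-MG glioma cells exposed to compounds for 16 h, using GRP78 as sensor.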
# Starred values were filed as active, the others as inactive; ? = inconclusive; & = joins results of further samples; [ ] = remark or other dose. Unless noted, calls come from the whole dose curve; as a rule, active = well fitted curve in the direction sought with a large enough effect; inconclusive = small, poorly fitted or top-dose-only effect, or another doubt; inactive = no such curve, though single readings can be large; an effect the other way counts as inactive or inconclusive.
SMILES,IDH1 R132H inh,RGS4 inh,LDHA block,rTrxR1 inhibitor,Vif-A3F inh,Vif-APOBEC3G blk,USP1 inh,TrxR1 substrate,GRP78 ERSR act
CCCCCCCCCCOC(=O)c1csc2nnsc12,2%,-29%,-4,8%,-4%,0%,-18%,4%,-3%
CCS(=O)(=O)N1CCN(c2ccc([N+](=O)[O-])c(N3CCOCC3)c2)CC1,-1%,-4%,1,-17%,0%,1%,-24%,-13%,-1%
Cc1ccc(S(=O)(=O)NCCc2ccccc2)cc1,18%,9%,-3,8%,1%,-1%,-17%,-1%,-4%
CCn1ncc(Br)c1C(=O)Nc1cc(C)ccc1F,7%,-11%,-5,-10%,4%,-12%,-6%,-12%,-2%
CCc1ccccc1NC1c2ccccc2C(=O)N1c1cccnc1 (stereo not drawn),6%,15%,-1,15%,-2%,-3%,-4%,0%,-5%
COc1ccc(-c2c(C(F)(F)F)nn(C)c2NC(=O)c2cccnc2)cc1,6%,21%,0,23%[57.1 µM],-3%,0%,-11%,5%[57.1 µM],-6%
O=C(Nc1ccc2c(c1)nc1n2CCN(Cc2ccccc2)C1)c1cccs1,3%,-44%,0,-16%,5%,0%,-22%,12%,2%
O=C1C(=O)N(CCN2CCOCC2)C(c2cccc(Cl)c2)/C1=C(/O)c1ccc2c(c1)OCO2 (stereo not drawn),-2%,20%,-1,?,3%,-1%,-4%,-11%,2%
O=C1C=CC(=O)N1c1ccccn1,-12%,-17%,-8,?,-2%,-4%,-3%,21%,-1%
CNC(=O)CSc1nnnn1-c1ccc2c(c1)OCCO2,3%,13%,-1,-7%[57.1 µM],1%,1%,-3%,3%[57.1 µM],-1%
O=C(NC(NCC1CCCO1)C(Cl)(Cl)Cl)c1cccc2ccccc12 (stereo not drawn),-3%,10%,-3,-6%,1%,1%,-8%,-9%,3%
CC(=O)Nc1ccc(NC(=O)C(Cc2ccccc2)N2Cc3ccccc3C2=O)cc1 (stereo not drawn),-10%,13%,-6,19%,1%,-6%,-9%,1%,-3%
CCC(C(=O)NCc1ccco1)n1nc(C)c2c(C)n(-c3ccc(C)cc3)nc2c1=O (stereo not drawn),5%&-12%,6%&-9%,-2&3,5%&-2%,3%&3%,2%&2%,-20%&6%,0%&-5%,0%&1%
COc1ccc(OC)c(/C=N/NC(=O)c2cnccn2)c1,8%,-33%,-1,11%[2.29 µM],-1%,-5%,-16%,2%[57.1 µM],3%
O=C(Nc1ccc(Cl)c([N+](=O)[O-])c1)ONC1=NCCCCC1,4%,-1%,-1,18%[57.1 µM],13%,0%,-17%,1%[57.1 µM],-5%
COc1cn(-c2ccccc2)nc1C(=O)NCc1ccc(C)cc1,7%,-12%,2,4%[57.1 µM],-14%,-3%,-14%,15%[57.1 µM],-1%
O=c1oc(-c2ccc(O)c(O)c2)cc2cc(O)cc(O)c12,-8%,10%,17,8%,-7%,-20%,-10%,31%[activator],?
CCOC(=O)c1sc2ncnc(N3CCN(c4ccc(OC)cc4)CC3)c2c1C,-1%,9%,2,15%,-3%,1%,-18%,4%,-3%
O=[N+]([O-])c1cc([N+](=O)[O-])c(Oc2ccc(Cl)c3cccnc23)cc1NN1CCCCC1,1%,-16%,-4,-3%,0%,7%,?,-4%,11%
Cc1cc(OCCn2ccnc2)cc(C)c1Cl,17%,-4%,1,3%,2%,-8%,-13%,-2%,-3%
CS(=O)(=O)c1ccccc1C(=O)NC1CCCc2ccccc21 (stereo not drawn),0%,-10%,-7,13%,-4%,0%,-25%,5%,-2%
CN(C)c1cccc2c(C=C(C#N)C#N)ccc(N(C)C)c12,0%,-2%,5,25µM*,?,0%,-5%,-11%,-2%
CCOc1ccc(-c2nnc(N)s2)cc1,-1%,-1%,-10,-9%,2%,1%,-6%,7%,4%
CSC(=NCc1cccnc1)NS(=O)(=O)c1cccs1,0%,-17%,-3,5%[57.1 µM],-4%,-3%,-19%,-23%[57.1 µM],4%
CS(=O)(=O)N1CCc2cc(C(=O)N3CCOCC3)ccc21,0%,-8%,-8,-9%,-1%,0%,-7%,6%[57.1 µM],-6%

# Ordered by value in GRP78 ERSR act (ascending): four of the compounds above.
structure | RGS4 inh | LDHA block | rTrxR1 inhibitor | Vif-APOBEC3G blk | USP1 inh | TrxR1 substrate | GRP78 ERSR act
CCOC(=O)c1sc2ncnc(N3CCN(c4ccc(OC)cc4)CC3)c2c1C | 9% | 2 | 15% | 1% | -18% | 4% | -3%
O=C1C(=O)N(CCN2CCOCC2)C(c2cccc(Cl)c2)/C1=C(/O)c1ccc2c(c1)OCO2 (stereo not drawn) | 20% | -1 | ? | -1% | -4% | -11% | 2%
CCOc1ccc(-c2nnc(N)s2)cc1 | -1% | -10 | -9% | 1% | -6% | 7% | 4%
O=[N+]([O-])c1cc([N+](=O)[O-])c(Oc2ccc(Cl)c3cccnc23)cc1NN1CCCCC1 | -16% | -4 | -3% | 7% | ? | -4% | 11%

# More entries
SMILES,IDH1 R132H inh,RGS4 inh,LDHA block,rTrxR1 inhibitor,Vif-A3F inh,Vif-APOBEC3G blk,USP1 inh,TrxR1 substrate,GRP78 ERSR act
CCOc1ccccc1CNC(=O)CCC(=O)N1CCSc2ccccc21,14%,29%,0,4%,7%,4%,7%,-5%,0%
CCC(C)(C(=O)NC1CCCC1)N(C(=O)CNC(C)=O)c1ccc(C)cc1 (stereo not drawn),17%,23%,-4,-11%,-11%,-1%,12%,-9%,-1%
CCc1cccc(C)c1NC(=O)CCN1C(=O)NC(C)(C)C1=O,2%,-22%,-11,32%,5%,1%,-9%,5%,-2%
Cc1ccc(NCCCn2cnc(C(=O)Nc3ccc(C)c(C)c3)n2)cc1C,6%,-19%,1,5%,2%,2%,?,1%,-2%
Cc1ccccc1NC(=O)CN(C)S(=O)(=O)c1ccc(-c2ccc(=O)[nH]n2)s1,5%,-20%,-1,8%,-3%,-7%,-9%,3%,-6%
Cc1ccc(S(=O)(=O)/N=C2/NC(=O)/C(=C\c3ccco3)S2)cc1,0%,-25%,-3,?,4%,0%,-20%,-18%,-2%
Cc1cnc(C(=O)OCC(=O)Nc2ncc(Cl)cc2Cl)cn1,2%,3%,1,18%,-5%,-2%,-23%,4%,-3%
N/C(=N\OC(=O)c1ccccc1[N+](=O)[O-])c1cccnc1,2%,-3%,-1,6%,2%,2%,-16%,2%,8%
COc1ccc(N(C(=O)Cn2nnc(-c3ccccc3F)n2)C(C(=O)NCC2CCCO2)c2ccc(Cl)cc2)cc1 (stereo not drawn),2%,16%,-9,19%[57.1 µM],?,-1%,-8%,3%[57.1 µM],0%
CC(C)CCn1c(NCCc2ccccc2)nc2c1c(=O)n(C)c(=O)n2C,8%,5%,-1,11%,-3%,1%,-12%,4%,-3%
CC(C)(C)n1nc2c(c1NC(=O)COc1ccccc1F)CS(=O)(=O)C2,3%,18%,-6,19%[57.1 µM],-14%,-1%,-12%,5%[57.1 µM],-8%
COc1ccc(-c2noc(CN(C(=O)COc3cc(C)c(Br)c(C)c3)C(C)C)n2)cc1,12%,-32%,0,37%,-1%,-2%,-30%,2%,-3%
Cc1cc(SCCC(=O)O)nc2ccccc12,-5%,25%,-8,-10%,0%,1%,-3%,-12%,-3%
CCCCNC(=O)COC(=O)c1c2c(nc3ccccc13)/C(=C/c1cccs1)CC2,2%,-47%,-4,-6%[57.1 µM],?,-19%,-2%,11%[57.1 µM],5%
Cc1cccc(NC(=O)COC(=O)c2cc(C)oc2C)c1,-3%,6%,-4,9%[57.1 µM],1%,-6%,-17%,5%[57.1 µM],-1%
COc1ccc(S(=O)(=O)N2CCc3ccccc3C2)cc1OC,1%,13%,2,4%[57.1 µM],-4%,-3%,-9%,0%[57.1 µM],4%
COC(=O)c1ccc(NC(=O)CSc2nnc(-c3ccccc3)n2C)cc1,-2%,-20%[11.4 µM],-1,12%[57.1 µM],2%,1%,-17%,-9%,-4%
Cc1cc(-c2nnc3n2N=C(c2ccc(-c4ccccc4)cc2)CS3)n[nH]1,-13%,12%[11.4 µM],-13,-12%,1%,-18%,-10%,-11%,-6%
CS(=O)(=O)Nc1cccc(C2=NN(S(=O)(=O)c3ccc(F)cc3)C(c3cccs3)C2)c1 (stereo not drawn),-2%,-47%,0,8%[57.1 µM],?,-9%,-13%,-21%[57.1 µM],-4%
COc1cc(C(=O)OCC(=O)Nc2cccc(S(=O)(=O)N3CCOCC3)c2)ccc1OCC(C)C,2%,-15%,-3,-8%,11%,0%,-23%,-14%,-4%
O=C(CN1C(=O)/C(=C\C=C\c2ccccc2)SC1=S)Nc1ccc(F)cc1,-2%,-8%,-6,-20%,?,?,-24%,-12%,2%
COC(=O)[C@]1(C)N[C@H](CN(C)C(C)=O)[C@@H]2C(=O)N(C)C(=O)[C@@H]21,4%[38.3 µM],-10%,-6,8%,-3%,1%,-21%,4%,-2%
CC(C)CO/C(=N/S(=O)(=O)c1ccccc1)c1ccccc1,5%,15%,2,-6%,2%,3%,-12%,-12%,-4%
CC1CCN(S(=O)(=O)c2ccc(NC(=O)c3ccccc3F)cc2)CC1,-6%,-6%,-9,14%[57.1 µM],7%,1%,-6%,-11%,0%
Cc1cccc(NC(=O)CSc2nc3ccccc3nc2N2CCCCC2)c1,16%,12%,-3&9,3%[57.1 µM],3%,0%,-4%,7%[57.1 µM],-2%

# These rows are one share of the data, so the mix of outcomes need not match the whole.
